# ARFGAP1 inh – inhibitors of rat ARFGAP1 | Q62848 | Arfgap1-stimulated ARF1 GTP hydrolysis, GDP FP detection | inhibition, % at 16.5 µM | 360,000 tested, 0.26% active;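 active = inhibition above a per-plate limit, mean inhibition of low control wells plus 3 SD, cut at about 25% in these data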;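 note: 0% = DMSO wells with enzyme and 100% = wells lacking Arfgap1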
# Target sequence (Q62848 1-136 limits assumed): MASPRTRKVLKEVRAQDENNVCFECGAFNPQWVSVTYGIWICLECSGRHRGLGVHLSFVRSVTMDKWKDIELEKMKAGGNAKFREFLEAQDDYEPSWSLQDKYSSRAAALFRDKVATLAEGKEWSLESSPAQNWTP
#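 Material: rat Arfgap1 catalytic domain, aa 1-136; also added: human ARF1(Δ1-17)-GTP substrate; compound dosing: one concentration, 16.5 µM, DMSO 1.26%; incubation: GTP hydrolysis reaction 2 h at 25 °C; measured by: Tracer-displacement fluorescence polarization with EDTA stop, 620/688 nm; evaluation: % inhibition from polarization; repeats: one replicate per compound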
# PLCg1 inh – inhibitors of human phospholipase C gamma1; inhibition, % at 12.2 µM; 370,000 tested, 0.84% active; P19174; purified PLC-gamma1, fluorogenic substrate, fluorescence; in the data active = inhibition above about 9.5%
# ASAP1 GAP inh – blocks human ASAP1-stimulated Arf1 GTP hydrolysis | Q9ULH1 | GDP FP detection | inhibition, % at 16.5 µM | 360,000 tested, 0.19% active | AID 624377; in the data active = inhibition above about 25%;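 note: 0% = vehicle with enzyme and substrate and 100% = no enzyme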
# LEDGF integ inh – blocks HIV-1 LEDGF/p75-dependent DNA integration | AID 743269 | 370,000 tested, 0.64% active | TR-FRET IN-LEDGF/p75 DNA integration, Eu/Cy5 | inhibition, % at 3.7 µM;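 active = inhibition above the screen-wide mean plus 3 SD, cut at about 13% in these data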;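 note: signal is the Cy5 over europium emission ratio at 671 and 618 nm; 0% = plate median of compound wells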
# ADAM17 inh – ADAM17 inhibition, QFRET primary screen; P78536; recombinant ADAM17, EDANS/DABCYL FRET peptide cleavage; inhibition, % at 6.95 µM; 370,000 tested, 0.83% active;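 active = inhibition above the mean of compounds lying between control limits plus 3 SD, set per campaign, cut at about 8.5% in these data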;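 note: 0% = DMSO-only wells as the low control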
# Tn6 DDE FP – DD(E)-Tn6 binding inhibition, primary FP screen; Fibrin DD(E) TRITC-Tn6 fluorescence polarization displacement; inhibition, % at 8.3 µM; P02675; 370,000 tested, 0.21% active;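 active = inhibition above a per-campaign cutoff: mean of compounds within control limits plus 3 SD, cut at about 15% in these data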;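 note: 0% = median of all compound wells on the plate and 100% = blocking peptide control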
# ADAM10 inh – inhibitors of human ADAM10; O14672; recombinant ADAM10, EDANS/DABCYL FRET peptide cleavage, 3 h; inhibition, % at 7 µM; 370,000 tested, 0.62% active; AID 720582;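 active = inhibition above a per-campaign cutoff equal to the mean of compounds falling between control-based bounds plus 3 SD, cut at about 20% in these data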;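 note: 0% = DMSO wells while the 100% control is not disclosed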
# Target sequence (O14672 214-748 limits assumed): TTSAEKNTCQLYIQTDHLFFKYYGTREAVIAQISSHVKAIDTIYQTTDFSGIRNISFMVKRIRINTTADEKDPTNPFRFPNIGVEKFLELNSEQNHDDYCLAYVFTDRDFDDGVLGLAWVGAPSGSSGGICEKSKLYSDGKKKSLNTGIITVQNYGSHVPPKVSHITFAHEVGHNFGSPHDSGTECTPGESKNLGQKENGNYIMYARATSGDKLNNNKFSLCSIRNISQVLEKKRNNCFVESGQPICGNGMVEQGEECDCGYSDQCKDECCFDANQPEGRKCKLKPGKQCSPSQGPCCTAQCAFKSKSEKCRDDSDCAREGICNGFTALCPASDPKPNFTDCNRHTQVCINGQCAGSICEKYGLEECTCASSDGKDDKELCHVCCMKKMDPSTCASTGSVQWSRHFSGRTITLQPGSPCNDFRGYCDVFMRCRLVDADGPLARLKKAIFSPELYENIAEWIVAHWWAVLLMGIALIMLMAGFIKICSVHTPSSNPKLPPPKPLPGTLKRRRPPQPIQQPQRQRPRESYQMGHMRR
# TDP2 absorb – blocks human TDP2 phosphodiesterase activity. O95551. recombinant TDP2, T5PNP hydrolysis, p-nitrophenol absorbance 415 nm. inhibition, % at 12.8 µM. 370,000 tested, 0.34% active;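 active = inhibition above the mean of all tested compounds plus 3 SD, set per campaign, cut at about 25% in these data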;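 note: 0% = DMSO with enzyme and 100% = buffer with substrate but no TDP2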
# Target sequence (O95551 whole entry, looked up): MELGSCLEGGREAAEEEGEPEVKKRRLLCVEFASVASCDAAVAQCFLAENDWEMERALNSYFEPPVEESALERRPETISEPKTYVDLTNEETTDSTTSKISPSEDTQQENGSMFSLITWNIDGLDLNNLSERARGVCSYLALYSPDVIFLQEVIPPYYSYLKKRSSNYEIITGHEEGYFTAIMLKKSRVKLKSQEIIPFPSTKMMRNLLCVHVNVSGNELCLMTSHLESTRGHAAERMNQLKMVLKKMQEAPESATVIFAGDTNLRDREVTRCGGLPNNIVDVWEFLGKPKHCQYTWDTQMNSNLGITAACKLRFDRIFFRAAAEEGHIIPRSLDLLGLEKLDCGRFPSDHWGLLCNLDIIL
#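 Assay system: recombinant human TDP2 / Reagent: T5PNP substrate at 5 mM, a TopII-DNA adduct mimic / Measured by: epi absorbance from released p-nitrophenol / Evaluation: % inhibition relative to enzyme-containing and enzyme-free wells / Control set: enzyme-free and DMSO wells / Replicates: each compound tested once, singlicate / Schedule: enzyme reaction with compound for 2 h at 37 °C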
# Tn7 DDE FP – inhibitors of Tn7 peptide binding to human fibrin DD(E); P02675; FP displacement of FITC-Tn7 peptide from fibrin DD(E); 0% = median of compound wells per plate; inhibition, % at 8.3 µM; 370,000 tested, 0.13% active;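 active = inhibition above the mean of compounds falling within the control limits plus 3 SD of them, cut at about 14% in these data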;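 note: 0% = plate median of compound wells and 100% = 10 µM Aha-Tn7 peptide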
#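 Assay system: Human clot-derived fibrin DD(E) complex | Buffer or medium: Tris/NaCl/CaCl2 buffer, pH 7.8 | Repeats: One replicate per compound | Benchmarks: Aha-Tn7 high control | Measure: % inhibition scaled between sample-field median and high-control FP | Schedule: 10 min plus 3 h, room temperature | Signal: Fluorescence polarization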
# KLK7 zymogen act – proKLK7 (human) activation, primary screen; P49862; 370,000 tested, 0.9% active; purified proKLK7, EDANS-DABCYL substrate fluorescence; 100% is mature enzyme control, 0% vehicle; AID 652039; activation, % at 7 µM;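 active = activation above the mean of all tested compounds plus 3 SD, computed per campaign excluding outliers beyond control limits, cut at about 13% in these data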
# Numbers without * were called inactive; · = no result given. No enrichment for hits; overall some 4.2% were active at least once.
SMILES,ARFGAP1 inh,PLCg1 inh,ASAP1 GAP inh,LEDGF integ inh,ADAM17 inh,Tn6 DDE FP,ADAM10 inh,TDP2 absorb,Tn7 DDE FP,KLK7 zymogen act
COc1ccc(CNC(=O)C[C@H]2C[C@H](C(=O)N3CCOCC3)[C@@]3(C)c4[nH]c5cc(CCC(=O)N(C)C)ccc5c4CCN3C2=O)cc1OC,13,1,5,-3,-1,-12,-28,-12,-3,0.3
COc1cccc(-c2cc(C(=O)N3CCCCC3C)no2)c1 (stereo not drawn),-8,3,-5,3,0,-8,3,-6,-7,-0.1
CCOC(=O)C1=C(O)C(=O)N(Cc2cccnc2)C1c1ccc(OC)cc1 (stereo not drawn),2,0,3,-4,-2,-1,-4,-11,5,-0.8
COc1cc(Cl)ccc1NC(=O)COc1ccccc1C(=O)N1CCN(c2ccc(O)cc2)CC1,-4,4,10,5,2,0,15,-10,-2,-0.3
CCN1CCN(C(=O)c2cc3c(OC)c(OC)c(OC)cc3[nH]2)CC1,-4,-24,3,-2,-6,5,-13,-4,0,0.4
O=C(O)c1[nH]c2ccccc2c1C(c1cc(Cl)cc([N+](=O)[O-])c1O)c1c(C(=O)O)[nH]c2ccccc12,-40,16*,-36,14*,2,-9,4,23,2,0.2
Cc1noc(C)c1COc1ccc(C(=O)N2CCN(c3ccccn3)CC2)cc1,-4,-2,3,2,-7,-4,-8,7,-5,0.0
CC(Oc1cccc(Cl)c1)C(=O)NCCCCc1ccccc1 (stereo not drawn),1,-3,-2,-1,4,-1,5,14,4,0.0
Cc1nnc(SCc2cccc([N+](=O)[O-])c2)s1,-5,-1,-4,2,-1,4,3,8,6,-0.3
COc1cccc(NC(=O)CN2CCN(C(=O)c3ccco3)CC2)c1,1,0,-4,-5,-2,-3,-6,-9,4,0.0
CC(C)OC(=O)CSc1nc(-c2ccc(F)cc2)cc(C(F)(F)F)n1,9,-2,4,-3,-1,-1,3,5,2,-0.2
O=C(NCc1ccccc1Cl)c1ccccc1CCc1ccccc1,-12,0,-1,1,2,5,3,-5,-4,-0.2
Cc1ccc(SCc2cc(=O)n(C)[nH]2)cc1,2,11*,0,2,1,4,2,15,-8,0.2
CNC(=O)OCc1nc(SSC(C)(C)C)n(C)c1COC(=O)NC,-9,0,5,0,1,6,6,-14,-3,-0.8
COc1ccc(CNC(=O)C2CCN(C(=O)c3sccc3-n3cccc3)CC2)cc1,2,4,-18,-4,0,6,5,-2,-2,0.4
CC(C)(CSc1ccccn1)NS(=O)(=O)c1ccccc1,4,0,0,-2,-1,0,-13,15,7,0.0
Cc1ccc(Oc2ccc(NS(=O)(=O)c3cccc(C(=O)O)c3)cc2)cc1,12,0,2,2,0,7,3,5,-6,0.1
CCOc1ccc(OCCC(=O)OCC(=O)NNC(=O)c2ccccc2)cc1,4,1,-13,1,-3,4,1,-4,3,0.3
CCn1c(SCC(=O)Nc2cccc(NC(C)=O)c2)nnc1-c1ccco1,11,4,-7,0,0,-3,7,-3,1,0.0
O=C(CCN1CCOCC1)c1ccccc1,1,4,0,3,4,3,-5,5,-5,1.0
O=C(NNc1cc(N2CCOCC2)nc(N2CCOCC2)n1)c1ccc(Cl)c(Cl)c1,-5,-2,-3,1,5,-1,7,-13,-6,0.2
Cn1c2ccccc2c(=O)c2c(=O)n(Cc3ccco3)c(COc3ccccc3)nc21,3,-10,7,2,-1,0,-3,3,7,-0.5
Cc1ccc(C)c(NC(=O)c2cccc3c2-c2ccccc2C3=O)c1,·,-1,·,-10,-2,6,-4,11,10,-0.5
O=c1[nH][nH]c(C(F)(F)F)c1C=NCc1ccc(Cl)cc1,6,-1,-2,2,-2,-1,6,2,-4,-0.3
CSc1snc(SCC(N)=O)c1C#N,-1,2,5,-2,-3,5,-3,-16,-1,0.3
C#Cc1ccc(CN2CCN(CCCc3ccccc3)C(CCO)C2)cc1 (stereo not drawn),-6,-4,-3,-5,-4,-4,-12,-4,0,0.0
Cc1ccc(-c2cc(-c3ccccc3)nc(Cl)n2)cc1,12,1,12,-1,-2,-4,-6,2,-3,0.0
COc1ccc(CCNC(=O)CSc2ccc(-c3cccs3)nn2)cc1OC,-2,3,-10,3,-1,5,-1,-1,-2,0.1
CC1C(C)N(C(=O)CCl)c2ccccc2N1C(=O)CCl (stereo not drawn),3,-2,-1,-3,0,7,-2,7,2,0.3
O=S(=O)(NC1=NCCC1)c1ccc(F)cc1F,1,-2,3,2,-2,3,-8,-6,6,-0.4
CCCNC(=O)c1cc(C2CCCCN2C(=O)c2ccc3ccccc3c2)on1 (stereo not drawn),-4,-1,-1,0,-2,3,-2,2,-2,0.6
O=C1Nc2ccccc2N=C(c2ccccc2)C1Br (stereo not drawn),0,-16,-5,0,-5,-9,-5,12,-6,0.5
Cn1c(=O)c2c(nc(SCCCC#N)n2Cc2c(F)cccc2Cl)n(C)c1=O,-2,1,9,3,-3,-3,-1,8,0,-0.2
O=C(NCc1ccco1)c1cc(-c2ccccc2)nn1CC1CC(c2cccnc2)=NO1 (stereo not drawn),-14,-1,-8,-1,-2,2,2,10,7,0.5
O=C(c1ccccc1)c1ccc(OC(=O)C2CCCCC2)cc1,5,3,7,2,-2,-7,-1,24,-3,0.1
COC(=O)C(CC(C)C)N(Cc1cc(OC)cc(OC)c1)S(=O)(=O)c1ccccc1Br (stereo not drawn),8,1,-13,0,6,1,8,-2,7,-0.1
CC(C)(C)NS(=O)(=O)c1ccc(NC(=O)c2cc(-c3ccccc3)nc3ccccc23)cc1,11,-1,-1,0,0,4,6,10,0,-0.6
COC(=O)Cn1c(C(O)c2ccccc2)nc2ccccc21 (stereo not drawn),-2,-1,6,-6,-3,0,-10,15,2,-0.6
COc1ccc(-n2ncc3c(=O)n(CC(=O)Nc4ccc(S(=O)(=O)N5CCOCC5)cc4)cnc32)cc1,-2,-6,0,-1,0,-4,-3,6,0,-0.1
CC(C)(C)[C@H]1CCC(=O)N([C@H](CSc2ccc(Br)cc2)Cc2ccccc2)CC1,-4,2,11,-2,-2,6,3,6,-7,0.1
CC(C)(C)c1cc(S(=O)(=O)CCc2ccncc2)cc(C(C)(C)C)c1F,-1,2,-4,4,-5,-1,-10,9,-7,0.0
COc1cccc(CN(C)C(=O)c2cc(COc3c(F)cccc3F)on2)c1,11,-3,7,6,-1,-7,4,-10,-1,-0.2
COc1ccc(NC(=O)c2ccco2)cc1S(=O)(=O)N1CCOCC1,15,1,-1,-1,-2,2,-2,-12,5,0.0
CCN(CC)C(=S)Nc1ccc(OC(F)F)cc1,1,0,-3,-1,-5,1,2,11,-8,-0.1
CN(CCCNC(=O)c1nn(C)c2c1CS(=O)(=O)c1ccccc1-2)Cc1ccccc1,5,4,7,2,3,8,7,-15,-10,-0.4

# Sorted by formula weight (ascending): 10 of the compounds above
SMILES,ARFGAP1 inh,PLCg1 inh,ASAP1 GAP inh,LEDGF integ inh,ADAM17 inh,Tn6 DDE FP,ADAM10 inh,TDP2 absorb,Tn7 DDE FP,KLK7 zymogen act
CCN(CC)C(=S)Nc1ccc(OC(F)F)cc1,1,0,-3,-1,-5,1,2,11,-8,-0.1
COC(=O)Cn1c(C(O)c2ccccc2)nc2ccccc21 (stereo not drawn),-2,-1,6,-6,-3,0,-10,15,2,-0.6
O=C(c1ccccc1)c1ccc(OC(=O)C2CCCCC2)cc1,5,3,7,2,-2,-7,-1,24,-3,0.1
O=C1Nc2ccccc2N=C(c2ccccc2)C1Br (stereo not drawn),0,-16,-5,0,-5,-9,-5,12,-6,0.5
CC(C)(C)c1cc(S(=O)(=O)CCc2ccncc2)cc(C(C)(C)C)c1F,-1,2,-4,4,-5,-1,-10,9,-7,0.0
CCCNC(=O)c1cc(C2CCCCN2C(=O)c2ccc3ccccc3c2)on1 (stereo not drawn),-4,-1,-1,0,-2,3,-2,2,-2,0.6
Cn1c(=O)c2c(nc(SCCCC#N)n2Cc2c(F)cccc2Cl)n(C)c1=O,-2,1,9,3,-3,-3,-1,8,0,-0.2
CC(C)(C)[C@H]1CCC(=O)N([C@H](CSc2ccc(Br)cc2)Cc2ccccc2)CC1,-4,2,11,-2,-2,6,3,6,-7,0.1
COC(=O)C(CC(C)C)N(Cc1cc(OC)cc(OC)c1)S(=O)(=O)c1ccccc1Br (stereo not drawn),8,1,-13,0,6,1,8,-2,7,-0.1
COc1ccc(-n2ncc3c(=O)n(CC(=O)Nc4ccc(S(=O)(=O)N5CCOCC5)cc4)cnc32)cc1,-2,-6,0,-1,0,-4,-3,6,0,-0.1

# Following part
SMILES,ARFGAP1 inh,PLCg1 inh,ASAP1 GAP inh,LEDGF integ inh,ADAM17 inh,Tn6 DDE FP,ADAM10 inh,TDP2 absorb,Tn7 DDE FP,KLK7 zymogen act
CCOC(=O)/C(=C/c1ccc(OC(=O)c2ccncc2)cc1)C(C)=O,0,-1,-5,-3,1,5,-4,-5,1,-0.1
COc1cc(NC(=O)N[C@@H](Cc2c[nH]c3ccccc23)C(=O)O)c(C(=O)O)cc1OC,-2,-10,6,1,-8,-1,-11,16,0,-1.5
Cc1ccc(S(=O)(=O)N2CCC(C(=O)Nc3ccc4c(c3)OCO4)CC2)cc1,1,-1,0,4,-2,-5,1,7,-4,-0.7
COCCSc1ccccc1C(=O)Nc1cc(C)ccn1,1,1,18,-3,2,9,-2,-4,1,0.2
CC(=O)Nc1ccc(S(=O)(=O)NC(C)C(=O)NC(C)c2ccccc2)cc1 (stereo not drawn),-2,3,-1,2,-3,-1,10,10,2,0.2
CCCN(C)C1CN(Cc2cn(Cc3ccc(F)cc3)nn2)S(=O)(=O)C1 (stereo not drawn),0,2,-13,1,-1,2,-14,1,0,0.2
Cc1nc(N/N=C/c2cccc(F)c2)cc(N2CCOCC2)n1,6,7,2,-2,3,-5,6,-6,1,-0.2
COc1cc(C2Sc3ccccc3NC3=C2C(=O)OC3)cc(OC)c1OC (stereo not drawn),2,4,-6,0,-2,1,2,2,3,-0.4
CCC(c1nnnn1Cc1ccccc1)N1CCN(C(=O)c2ccco2)CC1 (stereo not drawn),13,-1,-5,0,-3,3,2,-2,5,-0.1
